esBAF inh – SWI/SNF esBAF complex inhibition; mouse ES cells, Bmi1-luciferase knock-in reporter, 24 h; 100% = twice the neutral-well signal; 2% of 350,000 active; reporter increase, % at 12.5 µM; in the data active means activation above about 40%; inconclusive means no clear call, values can overlap the other calls;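 further: 0% = median of the plate's neutral control wells and 100% = double that signal; a rise in the Bmi1 reporter signal indicates esBAF inhibition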
miR122 inh – inhibitors of miR-122 in Huh7 cells. 0.3% of 340,000 active. Huh7 miR-122 Renilla luciferase sensor, 48 h; neutral wells = 0, positive control = 100. AID 602342. activation (reporter increase), % at 12.5 µM;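 active means mean replicate activation score at least 90 and every replicate individually at or above 90; inconclusive means only one of the two criteria met; inactive means neither criterion met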;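 further: higher luciferase means less miR-122 activity so hits act as miR-122 inhibitors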
Statin myotox sup – protects C2C12 myotubes from simvastatin toxicity; rescue of ATP level, % at 7.49 µM; ATP luminescence, 48 h; scaled: DMSO 0, geranylgeraniol control 100; 0.78% of 330,000 active;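 active means mean ATP rescue above about 67%, or every replicate alone reaching that limit, limit read from the data, passing the limit was not always enough; inconclusive means no clear call, values can overlap the other calls; inactive means mean under the limit and some replicate under it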;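 further: myotubes were challenged with 10 µM simvastatin during compound exposure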
SIRT5 block – inhibitors of human sirtuin-5 desuccinylase; inhibition, % at 15 µM; Q9NXA8; Purified SirT5, succinyl-peptide AMC, trypsin-coupled fluorescence; 1.1% of 330,000 active; in the data active means inhibition above about 15%; inconclusive means no clear call, values can overlap the other calls
Target sequence (Q9NXA8 whole entry, looked up): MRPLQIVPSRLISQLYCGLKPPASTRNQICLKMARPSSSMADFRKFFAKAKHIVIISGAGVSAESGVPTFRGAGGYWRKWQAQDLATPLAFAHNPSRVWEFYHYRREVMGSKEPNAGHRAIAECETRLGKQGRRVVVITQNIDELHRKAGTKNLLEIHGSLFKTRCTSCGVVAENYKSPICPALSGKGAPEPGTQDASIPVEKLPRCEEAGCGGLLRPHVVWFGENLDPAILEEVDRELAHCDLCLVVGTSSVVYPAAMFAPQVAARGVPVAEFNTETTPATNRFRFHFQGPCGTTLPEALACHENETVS
ARNT TACC3 PPI – disrupts binding between human ARNT and TACC3 | Q9Y6A5 | inhibition, % at 9.99 µM | AID 623870 | AlphaScreen His-ARNT PAS-B/GST-TACC3 binding, luminescence; TACC3 fragment carries E629A point mutation | 0.66% of 390,000 active;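 active means mean inhibition of replicates at least 50% and at least half of replicates each reaching 50%; inconclusive means half or more replicates reach 50% but mean below 50%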;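 further: 0% = complete ARNT plus TACC3 wells and 100% = ARNT alone without TACC3; many hits fall short of the cut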
Cneo AK release – causes C. neoformans cell lysis | adenylate kinase release luminescence, 4 h; normalised: neutral wells 0, clomiphene wells 100 | lysis activity, % at 15 µM | 0.2% of 360,000 active;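 active means mean lysis activity across replicates of at least 80%, whatever share of replicates individually reach that level; inactive means mean lysis activity below 80%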
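Assay system: C. neoformans cells. Amount: yeast cell density of 5 × 10^6 cells/mL. Technique: AK luminescence. Buffer or medium: YPD. Times: static 4 h at 37 °C with compound, 1 h detection. Dosing: single-point compound dose. Read-out: lysis from increased AK signal.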
ERp5 inh – inhibitors of human ERp5. AID 651711. Q15084. 0.05% of 350,000 active. ERp5 insulin aggregation, absorbance 650 nm, 90 min. inhibition, % at 9.99 µM;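 active means mean replicate inhibition above about 25%, with every replicate also reaching it, limit read from the data, passing the limit was not always enough; inconclusive means only one of those two criteria met; inactive means neither criterion met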
Target sequence (Q15084 whole entry, looked up): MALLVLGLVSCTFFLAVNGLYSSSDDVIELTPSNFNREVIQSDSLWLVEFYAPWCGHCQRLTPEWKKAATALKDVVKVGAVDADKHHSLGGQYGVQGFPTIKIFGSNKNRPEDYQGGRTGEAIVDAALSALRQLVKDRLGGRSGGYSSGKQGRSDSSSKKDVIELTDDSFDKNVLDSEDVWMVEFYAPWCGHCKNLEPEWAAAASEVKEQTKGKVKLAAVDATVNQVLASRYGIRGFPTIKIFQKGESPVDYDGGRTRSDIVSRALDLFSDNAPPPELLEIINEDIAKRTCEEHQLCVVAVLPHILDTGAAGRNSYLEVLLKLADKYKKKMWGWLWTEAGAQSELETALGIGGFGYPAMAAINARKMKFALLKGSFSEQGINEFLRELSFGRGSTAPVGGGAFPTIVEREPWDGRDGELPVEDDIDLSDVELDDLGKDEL
An asterisk follows results filed as active; ? = inconclusive; . = no result given; [ ] = another dose, or the depositor's remark.

#	molecule	esBAF inh	miR122 inh	Statin myotox sup	SIRT5 block
1	O=C(NCCCN1CCOCC1)c1ccc2c(=O)n(Cc3cccc(Br)c3)c(=S)[nH]c2c1	-2	-1	9	.
2	O=S(=O)(NCC(c1ccco1)N1CCOCC1)c1ccc(Cl)cc1 (stereo not drawn)	1	-17	2	-4
3	C[C@@H]1CCCCO[C@@H](CN(C)CC2CC2)[C@@H](C)CN([C@H](C)CO)C(=O)c2cc(NS(C)(=O)=O)ccc2O1	-2	-7[16.7 µM]	.	-5
4	CCOC(=O)C1CCN(C(=O)c2ccccc2Oc2ccccc2)CC1	-1	-5	.	.
5	Cc1ccc(NC(=O)c2sc3ncn(CC(=O)N4CCN(c5ccccn5)CC4)c(=O)c3c2C)cc1	1	-1	-8	5
6	COc1ccccc1NC(=O)CSCc1cc(=O)n2ccsc2n1	1	-8	-5	3
7	Cc1ccc(NC(=O)CN(C)C(=O)Cc2c(Cl)cccc2Cl)cc1	1	2	-10	3
8	N#C/C(=C\c1ccc[nH]1)Sc1nc2ccccc2s1	3	6	6	.
9	COc1ccc(-n2nc(C(=O)NCC(=O)N3CCN(c4ccccc4)CC3)c3ccccc3c2=O)cc1OC	45*	-5	2	1
10	COc1ccc(C(=O)N/C(=C\c2ccco2)C(=O)NCc2ccco2)cc1	-6	1	-19	1

#	ARNT TACC3 PPI	Cneo AK release	ERp5 inh
1	-7	1	.
2	2	3	3
3	-3	-3	0
4	-4	1	.
5	.	0	6
6	-7	-4	1
7	.	-1	2
8	19	4	.
9	-8	-5	1
10	0	-11	-3

Further records follow.
#	molecule	esBAF inh	miR122 inh	Statin myotox sup	SIRT5 block
11	O=C(NCc1ccccc1Cl)c1cccc(NC(=O)c2ccccc2)c1	.	9	.	.
12	Cc1cc2c(SCC(=O)Nc3ccccc3O)ncnc2s1	-3	-1	26	2
13	Oc1cc(O)c2c(c1)O[C@H](c1ccc(O)c(O)c1)[C@H](O)C2	.	1	.	.
14	CN(Cc1cn(C)nc1-c1cccc(Cl)c1)Cc1nccn1C	0	3	12	-4
15	CN(C)CCNc1nc2sc3c(c2c(=O)n1-c1ccccc1)CCCCC3	.	7	.	-1
16	COc1c(S(=O)(=O)NCCCN2CCOCC2)ccc(Cl)c1Cl	2	-8	3	-1
17	CCCN(CC1CC1)C(=O)COc1ccccc1C(=O)NCc1ccccc1	-6	8	-22	-4
18	O=C1COCCOCCOCCOCC(=O)NCCN1	-3	-5	-1	-3
19	CCN1/C(=C2/SC(=S)N(C)C2=O)C=Cc2cc(C)ccc21	13	-14	-10	1
20	CC(C)C(=O)Nc1ccc2c(c1)C(=O)N(C)[C@H]1CC[C@@H](CC(=O)NCc3cccc(F)c3)O[C@@H]1CO2	-6	10[16.7 µM]	-8	.

#	ARNT TACC3 PPI	Cneo AK release	ERp5 inh
11	-24	-2	.
12	0	-1	10
13	-3	-1	.
14	8	.	-1
15	4	4	4
16	-2	-3	2
17	-2	.	-2
18	-7	-7	-38
19	25	3	2
20	-3	-5	.

Next section:
#	molecule	esBAF inh	miR122 inh	Statin myotox sup	SIRT5 block
21	Cc1csc(=O)n1CCC(=O)OCC(=O)c1c(N)n(C)c(=O)n(C)c1=O	.	.	-6	-2
22	O=C(COc1cccc(Cl)c1)Nc1ccc2c(c1)CCC2	25	1	0	1
23	O=c1[nH]c2ccc(S(=O)(=O)Nc3ccc(Cl)cc3)cc2[nH]1	-4	5	-7	8
24	Cc1ccc(S(=O)(=O)NC(C(=O)OCC(=O)NC2CCS(=O)(=O)C2)C(C)C)cc1 (stereo not drawn)	2	11	0	.
25	CCOc1cc(C(N)=O)cc(OCC)c1OCC	-9	-5	.	.
26	CN(C)S(=O)(=O)c1ccc(S(=O)(=O)N2CCCC(C(=O)NC3CCCC3)C2)cc1 (stereo not drawn)	20	0	-39	2
27	Cc1ccc(S(=O)(=O)N2CCC3(CC2)OCCO3)c(C)c1	.	.	.	-3
28	Cc1ccc(CC2C(=O)N(CC(=O)O)C(=O)C2C)cc1 (stereo not drawn)	-7	-28	-3	.
29	Cn1nnnc1SCC(=O)Nc1ccc(Br)cc1Cl	2	-4	6	.
30	O=S(=O)(c1cccc2nsnc12)N1CCN(c2ncccn2)CC1	-10	1	11	.

#	ARNT TACC3 PPI	Cneo AK release	ERp5 inh
21	0	-2	-1
22	-1	.	1
23	-5	2	-4
24	1	-1	.
25	19	-1	.
26	-18	1	1
27	-13	-1	-2
28	24	-2	.
29	-5	2	.
30	-1	-2	.

3 compounds already listed, sorted by count of non-hydrogen atoms, lowest first:
#	molecule	esBAF inh	miR122 inh	Statin myotox sup	SIRT5 block
29	Cn1nnnc1SCC(=O)Nc1ccc(Br)cc1Cl	2	-4	6	.
23	O=c1[nH]c2ccc(S(=O)(=O)Nc3ccc(Cl)cc3)cc2[nH]1	-4	5	-7	8
24	Cc1ccc(S(=O)(=O)NC(C(=O)OCC(=O)NC2CCS(=O)(=O)C2)C(C)C)cc1 (stereo not drawn)	2	11	0	.

#	ARNT TACC3 PPI	Cneo AK release	ERp5 inh
29	-5	2	.
23	-5	2	-4
24	1	-1	.

Continued:
#	molecule	esBAF inh	miR122 inh	Statin myotox sup	SIRT5 block
31	COc1ccc(NC(=O)COC(=O)c2cc(=O)c3ccccc3o2)cc1OC	11	-1	-4	-2
32	Cc1cc(NC(=O)Cc2ccccc2)nc2c1c(=O)oc1ccccc12	0	4	-4	.
33	CCOC(=O)NCCc1c(C)nc2c(c(C)nn2C(C)(C)C)c1C	-3	-3	-32	.
34	CCCCCCN1C[C@H](n2cc(COC(=O)c3ccccc3)nn2)[C@@H](O)C[C@@H]1c1ccc(Cl)cc1	-2	-8	3	1
35	COCC(=O)N(C)C[C@@H]1Oc2cc(-c3cccnc3)ccc2S(=O)(=O)N([C@H](C)CO)C[C@@H]1C	-4	-10[16.7 µM]	14	-3
36	C[C@@H]1CN([C@@H](C)CO)C(=O)c2ccccc2-c2ccccc2CO[C@H]1CN(C)C(=O)[C@@H]1CCCN1C	1	.	.	3
37	CCOC(=O)Cn1nc(NC(=O)c2ccc3c(c2)OCO3)cc1C	7	5	-2	-1
38	Cc1cc(N/N=C/c2ccncc2)nc2ccccc12	.	.	.	2
39	COCCNC(=O)c1cccc(NC(=O)C2=C(C)OCCS2)c1	10	.	12	-1
40	COc1ccccc1OCC(=O)Nc1oc(-c2ccccc2)c(-c2ccccc2)c1C#N	.	0	.	.

#	ARNT TACC3 PPI	Cneo AK release	ERp5 inh
31	0	-2	6
32	-1	2	3
33	-3	-3	.
34	.	-2	1
35	-11	4	2
36	.	55	-8
37	-3	-2	5
38	8	.	-1
39	2	0	2
40	-4	6	.

Following part
#	molecule	esBAF inh	miR122 inh	Statin myotox sup	SIRT5 block
41	Cc1cc(NC(=O)COc2ccccc2)ccc1Cl	15	1	11	-2
42	CCN(CC)NC(=O)Nc1ccccc1	.	-9	.	.
43	CC(=O)c1nc2ccccc2n1S(=O)(=O)c1ccc(C)cc1	9	4	4	.
44	CC(=Cc1ccccc1)C(=O)c1ccccc1	7	0	5	-3
45	CC1CCN(C(=O)Cn2c(=O)n(CCCC(=O)NCc3ccco3)c(=O)c3sccc32)CC1	-3	.	-8	5
46	Cc1ccc(S(=O)(=O)N(CC(=O)Nc2cccnc2)c2cccc([N+](=O)[O-])c2)cc1	.	.	.	-3
47	Cc1cccc(/C=N/Nc2cc(N3CCOCC3)nc(N3CCOCC3)n2)c1	.	.	.	4
48	O=C(OCc1cc(=O)n2c(n1)sc1ccccc12)c1ccc(O)cc1O	0	-3	0	0
49	CO[C@@H]1CN(C)C(=O)c2ccc(NC(C)=O)cc2OC[C@H](C)N(Cc2cccnc2)C[C@@H]1C	3	-5[16.7 µM]	-2	.
50	O=C(CCCCCn1c(SCc2ccncc2)nc2ccccc2c1=O)NCc1ccco1	-1	5	-2	.

#	ARNT TACC3 PPI	Cneo AK release	ERp5 inh
41	.	2	-4
42	-5	0	?
43	-19	0	.
44	.	13	1
45	1	1	1
46	10	3	-9
47	4	.	0
48	0	.	0
49	.	.	.
50	-7	0	.

Other records follow:
#	molecule	esBAF inh	miR122 inh	Statin myotox sup	SIRT5 block
51	COC(=O)c1ccc(OC(=O)/C=C/c2ccco2)cc1	-5	2	23	-3
52	Cc1cccc(CC(=O)NC2CCCCCC2)c1	11	-1	-6	-7
53	CCOc1ccc(OCCOc2ncnc3ccccc23)cc1	46*	-4	-1	.
54	O=C(CN1CCN(Cc2ccccc2)CC1)N1CCN(c2ccccc2)CC1	.	.	.	-5
55	CC(C)NC(=O)NCC[C@H]1CC[C@H](NC(=O)Nc2ccccc2)[C@H](CO)O1	-1	-10[16.7 µM]	-4	6
56	COc1cc(N=c2ssnc2Cl)cc(OC)c1OC	-12	3	1	.
57	CCNc1nc(NC(C)C)nc(Oc2ccc(/C=N/O)cc2)n1	-3	-9	10	.
58	COc1cccc(/C=N/NC(=O)CNC(=O)c2ccco2)c1O	13	-6	6	-1
59	C[C@@H]1CN([C@H](C)CO)C(=O)c2c(c3ccccc3n2C)-c2ccccc2CO[C@H]1CN(C)S(=O)(=O)c1ccc(Cl)cc1	0	.	29	11
60	Cc1ccccc1CS(=O)(=O)CCC(=O)NCc1ccc(F)cc1Cl	3	2	-8	-1

#	ARNT TACC3 PPI	Cneo AK release	ERp5 inh
51	9	-1	0
52	-2	-3	-8
53	-9	-2	.
54	6	.	-6
55	4	74	-3
56	12	1	.
57	-5	0	.
58	36*	.	-3
59	-10	107*	-6
60	-3	1	-2

The list goes on.
#	molecule	esBAF inh	miR122 inh	Statin myotox sup	SIRT5 block
61	O=C(N/C(=C/c1cccc([N+](=O)[O-])c1)C(=O)N1CCCCC1)c1ccco1	2	.	-1	1
62	N#Cc1ccc(Oc2ccc(/C=N/O)cn2)cc1	-3	-8	122*	.
63	Cc1ccc2nc(-c3ccc(F)cc3)c(Cc3ccccc3C(F)(F)F)n2c1	31	17	3	1
64	O=C(C[n+]1ccc(-c2cc(C(=O)Nc3cccc(C(F)(F)F)c3)c3ccccc3n2)cc1)c1cccc([N+](=O)[O-])c1	-4	7	9	8
65	Cc1noc(C)c1COC(=O)c1ccccc1Sc1ccccc1C#N	5	3	3	.
66	COc1ccccc1S(=O)(=O)Cc1ccc(C(=O)NCCCN2CCN(c3ccc(F)cc3)CC2)o1	.	.	.	-3
67	CC(C)CN1CCNC(=O)C1CC(=O)NCCc1cnn(-c2ccccc2)c1 (stereo not drawn)	.	.	.	-1
68	COc1ccc(OC)c(N2C(=O)CC(Cc3cc(C)cc(C)c3)C2=O)c1 (stereo not drawn)	-5	4	3	.

#	ARNT TACC3 PPI	Cneo AK release	ERp5 inh
61	3	0	5
62	3	-2	.
63	.	1	1
64	-5	-1	4
65	-6	0	.
66	3	.	1
67	-11	.	7
68	4	0	.

Quoted at random: 7 records from the list, in no set order.
#	molecule	esBAF inh	miR122 inh	Statin myotox sup	SIRT5 block
66	COc1ccccc1S(=O)(=O)Cc1ccc(C(=O)NCCCN2CCN(c3ccc(F)cc3)CC2)o1	.	.	.	-3
13	Oc1cc(O)c2c(c1)O[C@H](c1ccc(O)c(O)c1)[C@H](O)C2	.	1	.	.
19	CCN1/C(=C2/SC(=S)N(C)C2=O)C=Cc2cc(C)ccc21	13	-14	-10	1
17	CCCN(CC1CC1)C(=O)COc1ccccc1C(=O)NCc1ccccc1	-6	8	-22	-4
24	Cc1ccc(S(=O)(=O)NC(C(=O)OCC(=O)NC2CCS(=O)(=O)C2)C(C)C)cc1 (stereo not drawn)	2	11	0	.
65	Cc1noc(C)c1COC(=O)c1ccccc1Sc1ccccc1C#N	5	3	3	.
59	C[C@@H]1CN([C@H](C)CO)C(=O)c2c(c3ccccc3n2C)-c2ccccc2CO[C@H]1CN(C)S(=O)(=O)c1ccc(Cl)cc1	0	.	29	11

#	ARNT TACC3 PPI	Cneo AK release	ERp5 inh
66	3	.	1
13	-3	-1	.
19	25	3	2
17	-2	.	-2
24	1	-1	.
65	-6	0	.
59	-10	107*	-6

High-throughput results deposited in PubChem by Broad Institute.

Rows are unselected. Share with any hit: about 4%.
